Assay outcomes deposited in PubChem by MTDP.
RNase H inhibition: RNase H inhibition, HIV 1 Gag Pol polyprotein, FRET biochemical assay, screening (AID 372); HIV-1 RT RNase H, FRET RNA/DNA substrate fluorescence; higher % means a stronger effect; actives 0.77% (n = 100,000); inhibition, % at 10 µM; hits with a dose series show IC50 in µM; in the data active = inhibition above about 50%
Numbers without * were called inactive.

SMILES	RNase H inhibition
CC(C)(C)c1ccc(S(=O)(=O)NCc2ccc(S(N)(=O)=O)cc2)cc1	0%
CSc1ccc(S(=O)(=O)N(CC(N)=O)c2ccc(C)cc2)cc1	1%
CCOC(=O)c1sc2nc(NC(=O)c3ccc([N+](=O)[O-])cc3)sc(=O)c2c1C	1%
CCN1/C(=C/C=Nc2ccccc2)Oc2ccccc21	12%
CCOC(=O)c1ccccc1NC(=O)c1ccc(N(C)S(=O)(=O)c2ccccc2)cc1	15%
Oc1[nH]c2ccccc2c1C=NCc1ccccc1Br	5%
COc1ccc(-c2nnc(-c3ccc4c(c3)OCO4)o2)cc1OC	6%
Cc1ccc(C)n1-n1cnc2scc(-c3ccccc3)c2c1=O	1%
Cc1cc(/C=C(\C#N)C(=O)Nc2ccc(F)cc2)c(C)n1C1CCCCC1	0%
Cc1cc(OCCOCCOc2cccc3cccnc23)ccc1Cl	23%

Ordered by count of non-hydrogen atoms (smallest number first): part of the list above
SMILES	RNase H inhibition
CCN1/C(=C/C=Nc2ccccc2)Oc2ccccc21	12%
Cc1ccc(C)n1-n1cnc2scc(-c3ccccc3)c2c1=O	1%
CC(C)(C)c1ccc(S(=O)(=O)NCc2ccc(S(N)(=O)=O)cc2)cc1	0%
Cc1cc(/C=C(\C#N)C(=O)Nc2ccc(F)cc2)c(C)n1C1CCCCC1	0%
CCOC(=O)c1ccccc1NC(=O)c1ccc(N(C)S(=O)(=O)c2ccccc2)cc1	15%

New compounds follow
SMILES	RNase H inhibition
N#Cc1ccc(-c2ccccc2)[nH]c1=S	17%
CC(C)CNC(=O)C(=O)Nc1cccc(Cl)c1	8%
O=c1[nH]cnc(O)c1C(c1ccc2c(c1)OCO2)c1c(O)nc[nH]c1=O	7%
CC(C)(C)c1ccc(C(=O)Nc2ccc(NC(=O)c3cc([N+](=O)[O-])ccc3Cl)cc2)cc1	19%
Cc1cc(C)nc(NS(=O)(=O)c2ccc(NC(=S)NC(=O)c3ccc(F)c(F)c3)cc2)n1	2%
Cc1ccc(C(=O)Nc2nc(C)c(C)s2)cc1[N+](=O)[O-]	1%
O=C(N/N=C/c1cccc(Cl)c1Cl)c1ccccc1O	5%
COc1ccc(S(=O)(=O)Nc2ccc(N(C)C(C)=O)cc2)cc1	2%
CN1C(C)(C)CC(OC(=O)c2ccccc2C(=O)OC2CC(C)(C)N(C)C(C)(C)C2)CC1(C)C	5%
CC(=O)ON(C(C)=O)c1nc(-c2ccccc2)cc(-c2ccc(F)cc2)n1	0%
Cc1cc([N+](=O)[O-])ccc1-c1ccc(/C=C2/C(=O)NC(=S)N(c3ccc(Cl)cc3)C2=O)o1	26%
CCOC(=O)C12CC3CC(CC(C3)C1)C2	13%
Cc1cccc(NC(=S)NC23CN4CN(CN(C4)C2)C3)c1	0%
C=CCN1C(=O)/C(=C\c2ccc(N3CCOCC3)cc2)SC1=S	10%
O=[N+]([O-])c1cc(C(O)(C(F)(F)F)C(F)(F)F)cc([N+](=O)[O-])c1Cl	5%
O=C(O)/C=C\C(=O)Nc1ccc(N2CCOCC2)c(C(=O)O)c1	5%
C=CCNC(=O)C(=O)N/N=C/c1ccc(F)cc1	4%
CCOC(=O)/C(C(=O)Nc1cccs1)=C1\NC(C)(C)Cc2ccccc21	14%
Nc1cc[n+](CC(=O)c2ccccc2)cc1	3%
Cc1cc(C)c2nc(Nc3ncc(O)[nH]3)nc(C)c2c1	22%
Cc1cc(-n2ccnc2)n2c(nc3ccccc32)c1C#N	0%
CC(C)SCCCOc1ccccc1[N+](=O)[O-]	0%
CSC1=NC(c2ccccc2)C(C(=O)Nc2ccccc2)=C(C)N1 (stereo not given)	0%
Cc1cc(Cl)cc(Cl)c1OCC(=O)Nc1ccc2c(c1)C(=O)c1ccccc1C2=O	6%
CCOC(=O)C1=C(O)/C(=C/c2ccc(Cl)c(Cl)c2)SC1=Nc1ccc([N+](=O)[O-])cc1	0%
CCOc1cccc(C(=O)Nc2ccc(C)cc2[N+](=O)[O-])c1	5%
COc1cc([N+](=O)[O-])ccc1-c1ccc(/C=C2\C(=O)N(c3cccc(C(=O)O)c3)N=C2C)o1	13%
CC1=NN(c2ccccc2)C(=O)C1C(c1ccccc1O)c1c(C)[nH]n(-c2ccccc2)c1=O (stereo not given)	15%
CN1CCc2c1nc1ccccc1c2NC(=O)CN1CCCC1	6%
CCOc1ccccc1C(=O)Nc1ccc(F)c(Cl)c1	9%
Cc1ccc2nc(-c3ccc(C)c(NC(=O)/C=C/c4cccc([N+](=O)[O-])c4)c3)oc2c1	40%
Cc1ccc(C(=O)c2cc([N+](=O)[O-])ccc2Cl)cc1	22%
O=C1c2ccccc2C(=O)N1Nc1c(Cl)cc(Cl)cc1Cl	9%
Cc1ccc(CSCCNC(=O)c2ccc(CN(c3cccc(Cl)c3)S(C)(=O)=O)cc2)cc1	18%
Oc1c(-c2ccc(Br)cc2)c2nc3ccccc3nc2c2ccccc12	24%
O=C(NCc1ccccn1)c1cccc2ccccc12	6%
COC(=O)c1c(-c2ccc(F)cc2)csc1NC(=O)CCC(=O)O	0%
Cc1ccccc1NC(=O)/C=C/c1cccc(C(F)(F)F)c1	27%
CC1(C)CC(=O)C2=C(C1)OC(N)=C(C#N)C2c1cc(C(C)(C)C)c(O)c(C(C)(C)C)c1 (stereo not given)	13%
COc1ccccc1N1CCN(Cc2cc([N+](=O)[O-])ccc2Cl)CC1	4%
CC(=O)C1=C(O)C(=O)N(c2ccccn2)C1c1cccc([N+](=O)[O-])c1 (stereo not given)	7%
Cc1ccccc1-n1c(-c2ccc(C(C)(C)C)cc2)n[nH]c1=S	15%
COc1ccc2c(c1)NC(C)(C)c1sn(-c3cccc4ccccc34)c(=S)c1-2	20%
COc1ccc(Br)cc1/C=C1\C(=O)NC(=S)N(c2ccc(C)cc2)C1=O	11%
COc1ccc(CCNC(=O)COc2ccc(C)cc2C)cc1	4%
CCOc1cc(/C=C2\SC(N)=NC2=O)cc(I)c1OCc1ccccc1C	1%
CN1C(=O)/C(=N/OC(=O)c2ccccc2Br)c2ccccc21	0%
CC(=O)c1ccc(NC(=O)c2ccoc2C)cc1	3%
Cc1cccc(/C=N/NC(=O)Cc2ccccc2)c1O	7%
CCN1CCOC(c2ccccc2)C(C(=O)OC)C1C(=O)OC (stereo not given)	0%
Later entries:
SMILES	RNase H inhibition
O=C(Nc1ccc(I)cc1)c1cccc(N2C(=O)c3cccnc3C2=O)c1	4%
Cc1ccc2nc(-c3ccc(NC(=O)Cc4ccc(Cl)cc4)cc3)sc2c1	24%
CC(c1ccccc1)c1nnc(NC(=O)c2cccs2)s1 (stereo not given)	17%
COc1ccc(/C=C/C(=O)CC(=O)C(Cl)(Cl)Cl)cc1	12%
NC(=S)CN1CCCC1=O	0%
O=C(Cc1ccc(Cl)cc1)NCCN1CCOCC1	2%
CCCCNCCCCCCOc1ccc(CC)cc1	0%
O=C1c2cc(Cl)c(Cl)cc2C(=O)N1c1cccc(O)c1	11%
CCN(CC)CCCNC(=O)c1ccc(Cl)cc1[N+](=O)[O-]	0%
O=C(/C=C/c1ccc(Cl)cc1)NCC1(c2ccccc2)CCOCC1	0%
O=C(/C=C/c1ccccc1Cl)NC(c1ccccc1)c1ccccc1	9%
O=c1c2ccccc2nc(/C=C/c2ccc([N+](=O)[O-])cc2)n1Cc1ccccc1	21%
CCOC(=O)c1c(CC(C)C)csc1N1C(=O)c2cccc([N+](=O)[O-])c2C1=O	0%
Cc1nc(C)c(-c2csc(Nc3ccc(Br)cc3)n2)s1	23%
COC(=O)C12CCC3(SCCS3)C(C(=O)OC)(CCC13SCCS3)C2	10%
O=C1NC(=S)N(c2ccc(Cl)cc2)C(=O)/C1=C/c1ccc(N2CCCC2)o1	10%
Cc1ccc(NC(=O)C(=O)NN=C2CCCCC2)cc1C	0%
C=CCc1ccc(OCCOc2ccccc2/C=C2\SC(=S)N(CC)C2=O)c(OC)c1	18%
Cc1ccc([N+](=O)[O-])cc1NC(=O)c1ccc(I)cc1	3%
Cc1ccc2[nH]c3c(c2c1)CCC3C#N (stereo not given)	10%

Looked up above.
In RNase H inhibition, O=C1NC(=S)N(c2ccc(Cl)cc2)C(=O)/C1=C/c1ccc(N2CCCC2)o1 shows 10%
In RNase H inhibition, O=C(/C=C/c1ccccc1Cl)NC(c1ccccc1)c1ccccc1 shows 9%
In RNase H inhibition, O=c1c2ccccc2nc(/C=C/c2ccc([N+](=O)[O-])cc2)n1Cc1ccccc1 shows 21%

Carrying on.
SMILES	RNase H inhibition
CCOC(=O)C1=C(c2ccccc2)N(C)C(=O)NC1c1ccc2c(c1)OCO2 (stereo not given)	1%
CCOc1ccccc1N1CCN(Cc2cc(C(C)(C)C)cc(C(C)(C)C)c2O)CC1	7%
Cc1sc(-c2c(C#N)c(N)nc3c2CCCCC3)cc1Br	15%
COc1ccccc1C1NC(=O)NC(C)=C1C(=O)Nc1ccccc1Cl (stereo not given)	4%
COc1cc(/C=C2\C(=O)NC(=O)N(c3c(C)cc(C)cc3C)C2=O)cc(OC)c1O	4%
C=CCc1ccc(OCCOc2ccc(/C=C3\SC(=O)NC3=O)cc2OCC)c(OC)c1	15%
CCCCC1CCC(C2CCC(C(=O)O)CC2)CC1 (stereo not given)	27%
Cc1ccc(C(=O)N/C(=C\c2cccs2)C(=O)N2CCCC2)cc1	4%
Oc1ccccc1C1=NOC(O)(C(F)(F)C(F)F)C1 (stereo not given)	10%
C/C(=N\NC(=O)c1cccc(C)c1)c1cccc(N)c1	8%
O=C(CSc1nc2ccccc2[nH]1)Nc1ccc2c(c1)oc1ccccc12	26%
C/C(=N\Nc1ccc(C(=O)O)cc1)c1nc2ccccc2n1C	4%
Cc1nn(-c2ccccc2)c2c1C(c1c(O)ccc3ccccc13)C(C#N)=C(N)O2 (stereo not given)	15%
Cc1ccc(Cl)cc1NC(=O)C(=O)NCCO	0%
COc1cccc(NC(=O)CCCN2C(=O)/C(=C\c3ccc(C)cc3)SC2=S)c1	8%
O=C(O)c1cccc(NC(=O)c2ccc3c(c2)C(=O)N(c2nccs2)C3=O)c1	0%
Cc1c(OCC(=O)c2ccc(F)cc2)ccc2c3c(c(=O)oc12)CCCC3	16%
COc1ccc(C2CC(c3ccc(F)cc3)=NN2c2ccccc2Cl)cc1 (stereo not given)	17%
CC(C)CCNS(=O)(=O)c1ccc([N+](=O)[O-])cc1	12%
CC1=CC(C)C2COC(c3ccc4c(c3)OCO4)C1C2C (stereo not given)	17%

Six records drawn at random from those above:
SMILES	RNase H inhibition
Cc1c(OCC(=O)c2ccc(F)cc2)ccc2c3c(c(=O)oc12)CCCC3	16%
Cc1ccc(Cl)cc1NC(=O)C(=O)NCCO	0%
C/C(=N\Nc1ccc(C(=O)O)cc1)c1nc2ccccc2n1C	4%
COc1ccc(C2CC(c3ccc(F)cc3)=NN2c2ccccc2Cl)cc1 (stereo not given)	17%
CC1=CC(C)C2COC(c3ccc4c(c3)OCO4)C1C2C (stereo not given)	17%
CC(C)CCNS(=O)(=O)c1ccc([N+](=O)[O-])cc1	12%

The results go on:
SMILES	RNase H inhibition
COc1ccc(C(=O)CN2CCN(CCN3C(=O)c4cccc5cccc(c45)C3=O)CC2)cc1	3%
CCCSC1=C(C#N)C(c2cccc(OC)c2)CC(=O)N1 (stereo not given)	16%
Cc1ccc(Cl)c(OCC(O)Cn2c(C)nc3ccccc32)c1 (stereo not given)	9%
ClC(Cl)(c1nnnn1-c1ccc(Br)cc1)c1nnnn1-c1ccc(Br)cc1	16%
COc1ccc(CN(C)C(=O)c2cccc(C(=O)N(C)Cc3ccc(OC)cc3)c2)cc1	6%
CCOc1ccc2cc(S(=O)(=O)NCC3CCCO3)ccc2c1 (stereo not given)	7%
CN(C)CC1C(=O)N(c2ccccc2)N(c2ccccc2)C1=O	3%
Cc1ccc(N=C2NC(=O)/C(=C\c3cccc(Br)c3)S2)cc1C	40%
CN(C)c1ccc(/C=C2/SC(N3CCN(Cc4ccccc4)CC3)=NC2=O)cc1	20%
Cc1cc(/C=C2\C(=O)NC(=O)N(c3cccc(F)c3)C2=O)c(C)n1-c1cccc(F)c1	22%
Cn1c(=O)c2cc(C#N)c(N)nc2n(C)c1=O	13%
CCOc1ccc(N(CC(=O)OC)S(=O)(=O)c2ccc(Cl)cc2)cc1	0%
COC(=O)C1=C(C)N(C)C(C)=C(C(=O)OC)C1c1ccc(C(F)(F)F)cc1	11%
COc1cc(Nc2nc(-c3cccc(N4C(=O)c5ccccc5C4=O)c3)cs2)c(OC)cc1Cl	8%
O=C1NC(=O)C(=Cc2cc([N+](=O)[O-])cc(Br)c2O)C(=O)N1	9%
COc1ccc(CCNC(=O)C(=O)Nc2ccc(C)cc2)cc1	20%
CCCOc1ccc(C(=O)Nc2ccccc2C(=O)OC)cc1	14%
O=[N+]([O-])c1ccc2c(c1)c(C1=NCCCCC1)c(O)n2-c1c(Cl)cccc1Cl	21%
O=C(O)CC(NC(=O)Cc1ccccc1)c1ccccc1 (stereo not given)	0%
COc1cc(/C=C(/C#N)C(=O)Nc2ccccc2)ccc1OCc1ccc(C(=O)O)cc1	2%
Cc1c(Cl)cccc1N=Cc1ccccc1[N+](=O)[O-]	16%
CC(=O)Nc1ccc(-c2nc(-c3ccccc3)c(-c3ccccc3)[nH]2)cc1	0%
O=C(Cc1ccccc1)NNC1=C(C(=O)C(F)(F)F)CCC1	0%
O=[N+]([O-])c1ccc(Cl)c(/C=N/Nc2ccccc2[N+](=O)[O-])c1	0%
COC(=O)C1=C(C)N(CCc2ccccc2)C(=O)/C1=C\c1cc2c(cc1Br)OCO2	23%
CC(C)CCN1C(=O)c2ccc(C(=O)Nc3ccc(Br)cc3C(=O)O)cc2C1=O	29%
O=C(N/N=C/c1ccc([N+](=O)[O-])o1)c1ccc(Cl)c(Cl)c1	10%
COc1ccc2oc(=O)c(C(=O)NCCC3=CCCCC3)cc2c1	15%
O=[N+]([O-])c1cccc(S(=O)(=O)N2CCc3ccccc3C2)c1	8%
O=C1NC(=O)N(Cc2ccccc2)C(=O)/C1=C/c1ccc(-c2ccc(Cl)c(C(=O)O)c2)o1	20%
CCOC(=O)C1=C(C)NC2=C(C(=O)CC(c3ccc(OC)cc3)C2)C1c1ccccn1 (stereo not given)	4%
CCCCOC(=O)C1=C(C)N(C)C(=O)NC1c1ccccc1[N+](=O)[O-] (stereo not given)	0%
COc1ccc(OC(C)C(=O)Nc2ccccc2F)cc1 (stereo not given)	0%
CC1=C(C(=O)Nc2cc(Cl)ccc2C)C(c2cccs2)NC(=S)N1 (stereo not given)	9%

Some of the compounds tested; count on the stated rates, not on these rows.
